Screening data as filed in PubChem.
LYPLA1 inh – LYPLA1 inhibitors, primary screen, counter-screen for PME1 inhibitor project, biochemical, fluorescence polarization, FP-Rh probe ABPP; Acyl-protein thioesterase 1 (Homo sapiens), O75608; inhibition, % at 5.9 µM; AID 2174, 2009; recombinant LYPLA1; 320,000 tested, 0.16% active;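 active means inhibition above the mean of all tested compounds plus 3 SD, set per campaign, cut at about 14% in these data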;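 further: inhibitors block serine hydrolase probe labeling of LYPLA1 so polarization falls; 0% = enzyme with DMSO and 100% = wells lacking LYPLA1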
Target sequence (O75608 whole entry, looked up): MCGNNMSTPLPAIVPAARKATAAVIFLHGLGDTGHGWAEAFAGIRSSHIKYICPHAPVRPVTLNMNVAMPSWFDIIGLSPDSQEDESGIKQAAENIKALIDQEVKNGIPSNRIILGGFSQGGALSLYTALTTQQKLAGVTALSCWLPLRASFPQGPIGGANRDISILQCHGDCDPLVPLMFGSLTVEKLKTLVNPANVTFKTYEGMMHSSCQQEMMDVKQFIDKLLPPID
ZTA DNA inh – ZTA (EBV) inhibition in EBNA-1 counter-screen; 320,000 tested, 0.15% active; AID 2234; inhibition, % at 11 µM; ZTA-DNA binding, fluorescence polarization; in the data active means inhibition above about 33%
pPAFAH FP inh – pPAFAH enzyme inhibitors, primary screen, biochemical, fluorescence polarization, human | 330,000 tested, 1.5% active | recombinant pPAFAH, FP-rhodamine probe fluorescence polarization | inhibition, % at 3.39 µM | Platelet-activating factor acetylhydrolase (Homo sapiens), Q13093;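 active means inhibition above the mean inhibition across the screen plus 3 SD, cut at about 25% in these data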;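 further: inhibitors block binding of the rhodamine activity-based probe so polarization drops; 0% = enzyme with DMSO and 100% = wells lacking pPAFAH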
Target sequence (Q13093 whole entry, looked up): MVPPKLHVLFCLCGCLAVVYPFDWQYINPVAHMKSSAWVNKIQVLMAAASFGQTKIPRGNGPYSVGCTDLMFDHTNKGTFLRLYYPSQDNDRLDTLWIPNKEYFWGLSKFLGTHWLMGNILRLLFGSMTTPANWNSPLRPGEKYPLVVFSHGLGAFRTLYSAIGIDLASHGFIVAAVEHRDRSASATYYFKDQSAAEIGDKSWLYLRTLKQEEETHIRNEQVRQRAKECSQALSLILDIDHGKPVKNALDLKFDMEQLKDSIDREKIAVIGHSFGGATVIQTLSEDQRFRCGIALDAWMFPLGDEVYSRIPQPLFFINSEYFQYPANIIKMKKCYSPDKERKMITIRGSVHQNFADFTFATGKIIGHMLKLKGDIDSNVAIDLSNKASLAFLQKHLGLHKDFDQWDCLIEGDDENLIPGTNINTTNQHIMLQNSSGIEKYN
LYPLA2 inh – LYPLA2 inhibitors, primary screen, counter-screen for PME1 inhibitor project, biochemical, fluorescence polarization, FP-Rh probe ABPP; Acyl-protein thioesterase 2 (Homo sapiens), O95372; recombinant LYPLA2; inhibition, % at 5.9 µM; 320,000 tested, 0.38% active; AID 2177, 2009;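 active means inhibition above the screen-wide mean plus 3 SD, limit set per campaign, cut at about 26% in these data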;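 further: 0% = LYPLA2 with DMSO and 100% = wells lacking LYPLA2 enzyme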
EBNA-1 inhibitor – EBNA-1 DNA-binding inhibitors, primary screen, biochemical, fluorescence polarization. 300,000 tested, 0.34% active. inhibition, % at 14.8 µM. AID 1950, 2009; in the data active means inhibition above about 28%
PAFAH1B3 inh – PAFAH1B3 enzyme inhibitors, primary screen, biochemical, fluorescence polarization, human; 340,000 tested, 0.28% active; Platelet-activating factor acetylhydrolase IB subunit alpha1 (Homo sapiens), Q15102; inhibition, % at 3.39 µM; recombinant PAFAH1B3, FP-rhodamine probe;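 active means inhibition above the screen-wide average of all tested compounds plus 3 SD, cut at about 25% in these data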;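 further: 0% = enzyme with DMSO only and 100% = wells lacking PAFAH1B3 protein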
Target sequence (Q15102 whole entry, looked up): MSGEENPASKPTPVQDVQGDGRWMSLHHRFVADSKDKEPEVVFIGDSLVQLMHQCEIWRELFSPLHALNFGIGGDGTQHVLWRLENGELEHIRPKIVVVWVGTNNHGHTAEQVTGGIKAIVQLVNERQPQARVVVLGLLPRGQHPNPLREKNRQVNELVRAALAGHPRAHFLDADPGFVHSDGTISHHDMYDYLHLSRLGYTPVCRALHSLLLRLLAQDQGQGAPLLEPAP
PAFAH2 inh – PAFAH2 enzyme inhibitors, primary screen, biochemical, fluorescence polarization, human | Platelet-activating factor acetylhydrolase 2, cytoplasmic (Homo sapiens), Q99487 | 340,000 tested, 0.99% active | inhibition, % at 3.39 µM | AID 492956, 2010 | recombinant PAFAH2, FP-rhodamine activity probe;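 active means inhibition above the mean over all tested compounds plus 3 SD, cut at about 30% in these data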;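 further: inhibitors block probe labeling of enzyme so polarization drops; 0% = enzyme with DMSO and 100% = wells lacking PAFAH2 protein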
PAFAH1B2 FP inh – PAFAH1B2 enzyme inhibitors, primary screen, biochemical, fluorescence polarization, human. Platelet-activating factor acetylhydrolase IB subunit alpha2 (Homo sapiens), P68402. recombinant PAFAH1B2, FP-rhodamine activity probe. inhibition, % at 3.39 µM. 340,000 tested, 1.2% active;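 active means inhibition above the mean of all tested compounds plus 3 SD, cut at about 24% in these data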;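 further: 0% = enzyme with DMSO and 100% = wells lacking PAFAH1B2; many of its hits are not listed in these tables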
PREPL inhibitor – PREPL enzyme inhibitors, primary screen, biochemical, fluorescence polarization; 320,000 tested, 0.68% active; AID 2751, 2010; inhibition, % at 5.96 µM; recombinant PREPL, fluorescence polarization activity-based probe; in the data active means inhibition above about 43%;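 further: 0% = enzyme with DMSO and 100% = wells lacking enzyme; many of its hits are not listed in these tables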
Active calls of the source: *; . = no result given. Some of the compounds tested; rates above refer to the full screens.

#	SMILES	LYPLA1 inh	ZTA DNA inh	pPAFAH FP inh	LYPLA2 inh	EBNA-1 inhibitor	PAFAH1B3 inh	PAFAH2 inh	PAFAH1B2 FP inh	PREPL inhibitor
1	COc1ccc(/C=C(/NC(=O)c2ccco2)C(=O)Nc2ccc(C(=O)O)cc2)cc1	4.0	-1.2	3.6	4.7	2.9	4.6	-1.5	6.6	-6.7
2	O=C(Nc1ccccc1-c1nnn(CC(=O)N2CCOCC2)n1)c1ccccc1F	3.0	-7.2	0.5	10.8	4.6	13.3	-2.7	3.2	5.0
3	CCc1ccc(CNCCSc2nnnn2C)cc1	3.5	8.6	0.9	10.2	-7.0	5.2	-3.2	5.1	-0.3
4	C=C(C)c1cccc(C(C)(C)NC(=O)Nc2cc(C)ccn2)c1	-3.3	0.3	-1.3	0.6	-2.8	7.8	4.3	-2.7	-9.0
5	CCN(CC(=O)N1CCN(c2ccccc2)CC1)S(=O)(=O)c1ccc(C)cc1	-2.3	-8.4	2.2	-2.0	-0.7	2.3	-1.5	7.5	-9.8
6	Cc1ccc(Oc2ccc(NC(=O)Cn3ccsc3=N)cc2)cc1	-1.1	12.1	10.7	-2.1	2.0	5.3	4.1	1.6	-55.1
7	O=C(CSc1nc2ccccc2s1)c1ccc(O)cc1O	2.3	1.4	3.8	14.9	1.4	5.0	3.1	4.9	-9.2
8	COc1cccc(CNC(=S)Nc2cc(C)cc(C)c2)c1	1.6	5.8	1.1	2.6	-7.7	-3.2	7.2	5.5	13.4
9	Cc1nc(N=C(N)N)nc2ccccc12	-2.8	3.4	0.6	-6.4	-14.0	6.7	0.4	-2.5	9.7
10	O=C(NC(=S)NCCc1ccc(Cl)cc1)c1ccco1	-3.5	-3.3	6.5	3.9	-0.3	-1.6	4.1	19.8	-7.3
11	O=C(CN1C(=O)c2ccccc2S1(=O)=O)c1ccc(OC(F)F)cc1	-3.5	0.6	-2.2	9.0	-9.9	0.7	-1.9	-6.0	4.2
12	Cc1sc2nc(SCC(=O)N3CCOCC3)[nH]c(=O)c2c1C	-0.7	4.0	7.6	-2.2	13.5	-8.4	11.2	3.9	0.3
13	Cc1ccc(S(=O)(=O)N2CCOCC2)cc1C(=O)OCC(=O)N1CCCCC1	.	.	4.6	.	.	-2.5	-11.2	3.0	13.7
14	CCOC(=O)CCc1c(C)nc2c(c(C)nn2-c2ccc(C)cc2)c1C	-3.2	9.3	0.4	-1.8	-1.5	5.0	-6.3	-0.4	9.9
15	CCOC(=O)c1c(OCCO)nn(-c2ccc(Cl)cc2)c1N	3.5	-36.2	2.0	6.0	-11.6	3.6	2.7	1.5	7.8
16	COc1ccc(C(=O)Nc2ccc(C(=O)OCC(=O)c3cccc4ccccc34)cc2)cc1	-5.7	0.4	-1.2	-6.2	21.1	-1.7	-0.7	-2.9	3.1
17	CCNC(=O)NC(=O)CSc1ccc2ccccc2c1	-1.4	-0.8	5.7	-2.2	-22.6	1.8	4.7	-31.9	8.0
18	O=C(O)c1c(Cl)c(Cl)c(Cl)c(Cl)c1C(=O)N1CCCC1	2.1	0.1	-3.6	-2.1	5.5	12.2	-2.8	8.6	12.2
19	Cc1ccc(S(=O)(=O)NC(C)C(=O)Nc2cccc([N+](=O)[O-])c2)cc1 (centres undefined)	-2.3	8.3	2.2	-2.6	-11.5	0.1	-5.5	3.8	0.3
20	COC(=O)CSc1nnc(NC(=O)c2ccc3c(c2)OCO3)s1	0.3	-2.6	-0.2	-2.6	7.0	4.0	-3.4	5.1	-4.3
21	CCOC(=O)C1=C(CN2CCN(C(=O)c3ccco3)CC2)NC(=O)NC1c1ccc(OC)cc1 (centres undefined)	0.5	-6.0	-2.9	1.4	-11.0	4.0	3.2	7.9	2.2
22	COc1ccc(COc2cc(-c3cccc(OC)c3)nc3ccc(NC(=O)c4cccnc4)cc23)cc1	-41.3	5.1	-32.9	-30.8	3.3	-51.8	-37.5	-16.4	-26.0
23	COc1ccccc1NCC(=O)N/N=C/c1c(O)ccc2ccccc12	-1.6	0.5	10.4	2.6	7.5	18.4	1.6	5.6	7.8
24	COC(=O)[C@]1(Cc2ccccc2)N[C@H](CN(C)C(=O)Nc2ccccc2)[C@@H]2C(=O)N(Cc3ccccc3)C(=O)[C@@H]21	.	.	-3.8	.	.	9.4	2.7	-3.4	14.6
25	Cn1c(CCNC(=O)c2ccccc2)nc2cc(NC(=O)C3CCCCC3)ccc21	-1.2	2.8	7.0	-1.7	9.1	3.8	-6.9	-3.5	5.8
26	NS(=O)(=O)c1ccc(CCNC(=O)CSc2nc3ccsc3c(=O)n2CC(=O)O)cc1	-1.0	0.8	1.0	7.9	5.4	1.6	-4.0	-2.5	3.1
27	O=C(COC(=O)c1cccc(NS(=O)(=O)/C=C/c2ccccc2)c1)Nc1ccccc1OC(F)F	-16.0	-23.1	14.2	-25.8	10.0	-4.1	4.1	-0.7	-23.7
28	CCc1nc(C)cn1S(=O)(=O)c1ccc([N+](=O)[O-])cc1	-3.0	6.4	3.3	-3.0	-1.6	0.0	-3.7	2.4	5.2
29	CC(C)CN(C(=O)COC(=O)CN1C(=O)c2ccccc2C1=O)c1c(N)n(Cc2ccccc2)c(=O)[nH]c1=O	3.8	-14.1	4.2	7.0	2.1	1.6	-2.5	-2.7	7.7
30	N#C/C(=C\c1ccc(O)c(O)c1)S(=O)(=O)c1ccccc1	-4.2	-2.6	10.9	-4.8	21.9	17.5	64.0*	13.6	0.4

Further structures
#	SMILES	LYPLA1 inh	ZTA DNA inh	pPAFAH FP inh	LYPLA2 inh	EBNA-1 inhibitor	PAFAH1B3 inh	PAFAH2 inh	PAFAH1B2 FP inh	PREPL inhibitor
31	Cc1cccc(N(CC(=O)N2CCCCCC2)S(C)(=O)=O)c1	2.2	-3.2	0.5	1.0	1.1	7.2	-4.9	-1.0	17.8
32	CN(CCc1cnn(C)c1)Cc1cn(C)nc1-c1ccccc1F	3.0	0.4	3.5	3.2	7.5	-0.6	6.0	4.2	2.2
33	O=C(c1ccccc1Cl)N1N=C(c2ccc(Br)cc2)CC1c1nc2ccccc2[nH]1 (centres undefined)	-4.4	7.9	-0.4	-4.7	13.0	-1.2	-14.5	-1.6	-1.4
34	COc1ccc(Nc2nc(Nc3ccc(OC)cc3)nc(SC3=NCCS3)n2)cc1	-16.7	16.5	34.2*	-8.1	-1.1	7.4	5.9	0.8	30.3
35	CSc1ccc(S(=O)(=O)N2CCC(C(=O)NCc3cccnc3)CC2)cc1	2.0	-13.1	2.5	0.1	-3.9	1.8	4.3	0.1	-4.2
36	NC(=O)c1ccc(SCC(=O)OCC(=O)N2CCCCC2)c([N+](=O)[O-])c1	1.4	2.4	1.5	5.4	7.8	5.1	4.3	1.4	1.1
37	O=C(COC(=O)c1cc2ccccc2oc1=O)Nc1ccc(F)cc1F	-1.3	7.5	-1.4	1.7	10.2	0.4	13.6	1.4	4.7
38	O=C(NCCC1=CCCCC1)C1CCC(=O)N(Cc2ccc(Cl)cc2)C1 (centres undefined)	-2.0	-4.4	-3.8	6.5	3.3	8.0	-6.7	10.1	1.6
39	COc1ccc(-c2cn(Cc3ccc(C)cc3)nn2)cc1	0.5	4.1	-0.7	-0.7	7.4	5.3	-12.2	-3.9	9.5
40	COc1ccc(NC(=O)COC(=O)c2c(C)noc2C)c(OC)c1	3.0	-10.6	4.5	3.5	4.6	9.2	-1.2	6.1	0.8
41	O=C1/C(=C/c2ccccn2)SC(=S)N1CCc1ccccc1	-1.1	-6.6	3.1	-2.8	6.8	1.2	-6.8	11.8	-5.7
42	CN(C)CCC#CC(O)(c1ccccc1)c1ccccc1	2.6	10.7	0.4	7.2	8.5	4.0	-1.5	2.1	1.7
43	Cc1c(/C(O)=C2\C(=O)C(=O)N(CCN(C)C)C2c2ccccc2)cnn1-c1ccccc1 (centres undefined)	-1.2	9.4	4.3	0.1	-0.1	5.7	1.7	7.9	4.1
44	Cc1cc(C)n2nc(CC(=O)NNC(=O)c3ccccc3Cl)nc2n1	-1.9	7.1	1.7	2.7	5.3	2.6	-1.2	-3.2	-7.7
45	COCCNC(=O)C1c2cc(OC)c(OC)cc2C(=O)N(C)C1c1cccnc1 (centres undefined)	1.0	11.1	0.0	6.0	12.0	3.8	6.3	5.6	-2.7
46	CC(C)(C)c1cc(=O)n2c(C#N)c(C#N)nc2[nH]1	-0.8	-4.8	3.2	-4.7	-14.1	0.1	-4.0	3.7	0.2
47	Cc1ccccc1CC1(CO)CCCN(C(=O)CCN2CCCO2)C1 (centres undefined)	-0.9	20.5	0.9	-0.2	1.7	5.1	3.6	3.2	1.5
48	COc1ccccc1NC(=O)CSc1ccc2nnc(-c3ccccn3)n2n1	-2.1	25.2	3.6	0.2	10.0	10.1	4.1	-1.2	1.2
49	O=C(NC(=S)Nc1cccnc1)c1cc2ccccc2o1	2.0	-11.8	3.5	6.1	0.4	5.1	-3.5	-3.5	-24.5
50	Cc1ccc(NC(=O)N2CCCCC2)cc1[N+](=O)[O-]	0.1	6.1	-0.8	-1.9	0.7	0.3	8.8	5.2	3.3
51	Cc1ccc(C(=O)Nc2cc(=O)n(C)c(=O)n2C)o1	1.7	4.7	1.3	-2.4	-0.1	5.3	-7.4	8.8	6.3

One compound at a time (already shown).
`Cc1ccc(C(=O)Nc2cc(=O)n(C)c(=O)n2C)o1` across the screens: LYPLA1 inh = 1.7; ZTA DNA inh = 4.7; pPAFAH FP inh = 1.3; LYPLA2 inh = -2.4; EBNA-1 inhibitor = -0.1; PAFAH1B3 inh = 5.3; PAFAH2 inh = -7.4; PAFAH1B2 FP inh = 8.8; PREPL inhibitor = 6.3
`COc1ccccc1NC(=O)CSc1ccc2nnc(-c3ccccn3)n2n1` across the screens: LYPLA1 inh = -2.1; ZTA DNA inh = 25.2; pPAFAH FP inh = 3.6; LYPLA2 inh = 0.2; EBNA-1 inhibitor = 10.0; PAFAH1B3 inh = 10.1; PAFAH2 inh = 4.1; PAFAH1B2 FP inh = -1.2; PREPL inhibitor = 1.2
